Bioassay records: PubChem, National Center for Advancing Translational Sciences (NCATS)
Epigenetic reg: regulators of epigenetic silencing causing reporter derepression in mouse cells; murine LDR cells, GFP reporter derepression, 30 h; Potency, µM (doses to about 53.9 µM), without a hit: top-dose GFP activation, most hits filed as activators; actives 0.2% (n = 280,000); AID 1865; active = well fitted activation curve with a large enough effect; inconclusive = small, poorly fitted or top-dose-only effect; note: % of control where 0% means no effect; nearly all actives have a fitted effect of over 60% in size
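In this reporter-derepression format, murine cells bearing a silenced integrated CMV-GFP locus incubate with test compound (30 h, 37 C), then are washed and imaged; fluorescent objects of 20–120 um count as induced cells.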
Lamin A splicing: changes lamin A minigene splicing in HeLa cells | actives 0.01% (n = 200,000) | Potency, µM (series often up to 46.1 µM), for the others: at the top dose ratio change, negative = inhibition, most hits filed as inhibitors | HeLa LMNA splicing GFP/RFP minigene ratio, 48 h; active = well fitted inhibition curve with a large enough effect in the signal ratio, with a control signal flat, not every such curve was filed as active; inconclusive = small, poorly fitted or top-dose-only effect, or effect the other way, or a change in a side signal; the % refers to the signal ratio; note: % is set by controls: 0 for no effect and ±100 for the full control effect
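S3 HeLa stable clones carrying a lamin A-EGFP splicing minigene plus DsRed2 were seeded at 600 cells/well in Opti-MEM with 2% FBS, pin-dosed and incubated 48 h at 37°C. Acumen cytometry (488 nm) gave the GFP/RFP total-intensity ratio.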
Starred values were filed as active, the others as inactive; ? = inconclusive; [ ] = remark or other dose. Potency is the fitted concentration of half-maximal effect. A portion of the library (hit frequency here may not be typical).

Preview (3 entries):
Values run as follows: Lamin A splicing	Epigenetic reg
1	CC(=O)c1cc(-c2ccc(F)cc2)n(CC(=O)NC(C)c2ccccc2)c1C (stereo not given)
    -8%[46 µM]	-1.1%
2	Cc1ccc(OCC(=O)Nc2cccc(OCc3cc(=O)n4ccccc4n3)c2)cc1C
    7%[46 µM]	2.9%
3	COc1cccc(NC(=O)CSC2=Nc3ccccc3C3=NC(CC(=O)NCc4ccc5c(c4)OCO5)C(=O)N23)c1 (stereo not given)
    -13%[46 µM]	-1.3%

The listing, previewed entries included:
Values run as follows: Lamin A splicing	Epigenetic reg
1	CC(=O)c1cc(-c2ccc(F)cc2)n(CC(=O)NC(C)c2ccccc2)c1C (stereo not given)
    -8%[46 µM]	-1.1%
2	Cc1ccc(OCC(=O)Nc2cccc(OCc3cc(=O)n4ccccc4n3)c2)cc1C
    7%[46 µM]	2.9%
3	COc1cccc(NC(=O)CSC2=Nc3ccccc3C3=NC(CC(=O)NCc4ccc5c(c4)OCO5)C(=O)N23)c1 (stereo not given)
    -13%[46 µM]	-1.3%
4	COc1ccc(NC(=O)CCn2c(-c3ccc(F)cc3)cc(C(C)=O)c2C)c(OC)c1
    ?	-1.1%
5	CC(=O)N1CCCc2cc(S(=O)(=O)N3CCCC(C(=O)NCc4ccc(C)cc4)C3)ccc21 (stereo not given)
    ?	1.1%
6	COc1ccc(S(=O)(=O)NCCc2sc(-c3cccnc3)nc2C)cc1
    -13%[46 µM]	0.8%
7	O=C1C(=O)N(C2CCNCC2)CCN1Cc1ccccc1
    -8%[46 µM]	-4.7%
8	CCOc1ccc(C2C(=O)N(C3CCCCCC3)CC(=O)N2Cc2ccc(C)cc2)cc1OC (stereo not given)
    ?	-0.3%
9	C#CC(C)(CC)NC(=O)c1cnn2c(C(F)F)cc(-c3ccccc3OC)nc12 (stereo not given)
    1%[46 µM]	2.6%
10	CCOc1ccc(C(=O)Nc2ccc(-n3nncc3-c3ccccc3)cc2)cc1OCC
    6%[46 µM]	0.0%
11	COc1ccc(OC)c(-c2noc(N3CCN(c4ccc(Cl)cc4)CC3)n2)c1
    -13%[46 µM]	0.8%
12	COc1ccc(Cl)cc1NC(=O)C(C)N1Cc2ccccc2C1=O (stereo not given)
    9%[46 µM]	-0.4%
13	Cc1cc(C(=O)N2CCN(c3ccc(F)cc3)CC2)c2c(C)nn(-c3cccc(Cl)c3C)c2n1
    -7%[46 µM]	0.8%
14	COc1ccc(NC(=O)CSc2nc3ccccc3n2CC(=O)N2CCCC(C)C2)cc1 (stereo not given)
    -13%[46 µM]	-4.1%
15	O=C(CSc1nc2c([nH]c3ccccc32)c(=O)n1-c1cccc(Cl)c1)N1CCCC1
    -7%[46 µM]	0.8%
16	Cc1ccccc1-c1noc(CSc2nc(-c3ccc(F)cc3)cc(=O)[nH]2)n1
    ?	-6.9%
17	Cc1ccccc1NC(=O)CCn1cnc2onc(-c3ccc(F)cc3)c2c1=O
    ?	-1.6%
18	O=C(Nc1cccc(C(=O)OCc2cc(=O)n3nc(C4CC4)sc3n2)c1)c1cccc(F)c1
    3%[46 µM]	3.5%
19	CC(C)c1ccc(NS(=O)(=O)c2ccc3[nH]c(=O)ccc3c2)cc1
    13%[46 µM]	1.4%
20	CCOc1ccccc1CNc1ncnc2onc(-c3ccc(F)cc3)c12
    -16%[46 µM]	-0.4%
21	O=C(CN1C(=O)CCn2nc(-c3ccccc3)cc21)NCc1ccc(Cl)cc1
    1%[46 µM]	1.3%
22	COc1cc2c(cc1OC)C(COc1ccccc1OC)N(C(=O)CC(C)C)CC2 (stereo not given)
    -10%[46 µM]	0.4%
23	CCOc1ccc(-c2cc(C(=O)NCc3ccc(OC)cc3)c3c(-c4ccc(F)cc4)[nH]nc3n2)cc1
    11%[46 µM]	-0.5%
24	Cc1cnc2c(c1SCC(=O)N(C)c1ccccc1)c(=O)n(C)c(=O)n2C
    5%[46 µM]	9.9%
25	COc1ccc(NC(=O)CSCc2cc(=O)c3cc(C)ccc3[nH]2)cc1
    16%[46 µM]	-0.2%
26	O=C(Nc1ccccc1F)c1cnc(N2CCCCC2)c2ccccc12
    -2%[46 µM]	1.4%
27	Cc1oc2ncn(C)c(=O)c2c1C(=O)NCc1ccccc1
    6%[46 µM]	-1.3%
28	Cc1ccc(NC(=O)c2c(Nc3ccccc3C)sc(C(=O)c3ccccc3)c2N)cc1
    ?	-0.5%
29	COC(=O)c1ccccc1NC(=O)CSc1nc2ccsc2c(=O)n1CCC(C)C
    3%[46 µM]	-1.3%
30	Cc1ccc(NC(=O)Cn2nc(-c3ccc(F)cc3)c3cnc4ccc(C)cc4c32)cc1
    12%[46 µM]	0.0%
31	O=S(=O)(Nc1cccc(-c2ccc(N3CCCCC3)nn2)c1)c1ccc(Cl)s1
    -12%[46 µM]	1.1%
32	CCCc1nn2c(=O)cc(COC(=O)c3cccc(NC(=O)c4ccc(OCC)cc4)c3)nc2s1
    3%[46 µM]	0.2%
33	CCCCOC(=O)c1ccc(NC(=O)c2csnn2)cc1
    21%[46 µM]	-1.6%
34	Cc1ccc(Cl)cc1-n1ncc2c(NCCCc3ccccc3)ncnc21
    -19%[46 µM]	13%
35	Cc1cccc(N2CCN(C(=O)C3CCN(c4ncnc5c4nc4n5CCCCC4)CC3)CC2)c1C
    ?	-1.2%
36	Cc1ccc(CCNC(=O)c2sc3ncccc3c2-n2cccc2)cc1
    6%[46 µM]	0.0%
37	COc1ccc(N2CC(C(=O)NCCS(=O)(=O)N3CCN(c4ccccc4)CC3)CC2=O)cc1 (stereo not given)
    ?	-0.9%
38	O=C(CCS(=O)(=O)c1ccccc1)N(Cc1cccnc1)c1nc2c(F)cccc2s1
    ?	4.1%
39	Cc1nc(N2CCOCC2)c2c(C(=O)NCCc3ccccc3)c(C)oc2n1
    ?	5.1%
40	COc1ccc(CNS(=O)(=O)c2ccc(F)c(C(=O)Nc3c(C)cc(C)cc3C)c2)cc1
    6%[46 µM]	8.9%
41	COCCCNC(=O)c1oc2c(c1C)-c1nn(Cc3ccccc3Cl)cc1CC2
    -4%[46 µM]	8.5%
42	CC1Cc2ccccc2N1C(=O)CSc1nnc(-c2ccccc2Cl)o1 (stereo not given)
    -8%[46 µM]	-2.4%
43	COc1ccccc1N1CCN(C(=O)CSc2n[nH]c(-c3ccccc3Cl)n2)CC1
    ?	0.4%
44	Cc1ccc(-n2ncc3c(N4CCN(C)CC4)ncnc32)cc1C
    -7%[46 µM]	-1.1%
45	CCN(C(=O)CCS(=O)(=O)c1cc2c(cc1C)NC(=O)CO2)c1cccc(C)c1
    2%[46 µM]	1.1%
46	Cc1cc2c(cc1NC(=O)c1ccc(C(C)(C)C)cc1)n(C)c(=O)c(=O)n2C
    0%[46 µM]	0.0%
47	CCC1CCCCN1CCCNC(=O)CN1C(=O)CSc2ccc(S(=O)(=O)N3CCOCC3)cc21 (stereo not given)
    3%[46 µM]	4.7%
48	COc1ccccc1N1CCN(C(=O)Cn2c(=O)n3nc(-c4ccc(C)cc4)nc3c3ccccc32)CC1
    ?	10%
49	Cc1ccc(Cl)cc1N1CCN(C(=O)Cn2ncc3c([nH]c4ccccc43)c2=O)CC1
    ?	3.5%
50	O=C(NCc1ccccc1Cl)C(=O)NCC(c1cccs1)S(=O)(=O)c1ccccc1 (stereo not given)
    ?	4.9%

Three compounds drawn at random from those above, as already listed:
Values run as follows: Lamin A splicing	Epigenetic reg
41	COCCCNC(=O)c1oc2c(c1C)-c1nn(Cc3ccccc3Cl)cc1CC2
    -4%[46 µM]	8.5%
43	COc1ccccc1N1CCN(C(=O)CSc2n[nH]c(-c3ccccc3Cl)n2)CC1
    ?	0.4%
47	CCC1CCCCN1CCCNC(=O)CN1C(=O)CSc2ccc(S(=O)(=O)N3CCOCC3)cc21 (stereo not given)
    3%[46 µM]	4.7%

Next records.
Values run as follows: Lamin A splicing	Epigenetic reg
51	CCN(CC)S(=O)(=O)c1nnc(NC(=O)c2ccccc2Cl)s1
    13%[46 µM]	0.0%
52	COc1ccc(OC)c(CCNC(=O)CCCn2c(=O)c3cccn3c3ccc(F)cc32)c1
    23%[46 µM]	1.4%
53	CCS(=O)(=O)N1CC(=O)N(c2cccc(C)c2C)C(C)(C(=O)NC2CCCCCC2)C1 (stereo not given)
    -4%[46 µM]	-0.2%
54	CCCCNC(=O)CSc1nc2n[nH]c(C)c2c(=N)n1-c1cccc(C)c1
    -8%[46 µM]	-0.2%
55	CC(C)CC(=O)Nc1nnc(S(=O)(=O)N2CCCCCC2)s1
    12%[46 µM]	0.0%
56	O=C(CSCc1ccccc1Cl)N1CCN(c2ccc(Cl)cc2)CC1
    -9%[46 µM]	4.4%
57	O=C(CN(c1cccc(C(F)(F)F)c1)S(=O)(=O)c1ccccc1)Nc1cccc(Cl)c1
    ?	0.3%
58	CCC(=O)OC1=C(C(C)=O)N(Cc2ccccc2)S(=O)(=O)c2ccccc21
    -17%[46 µM]	0.0%
59	CCN(C(=O)c1sc2nc3n(c(=O)c2c1C)CCCC3)c1ccccc1F
    -1%[46 µM]	4.2%
60	O=S(=O)(c1ccc(Br)cc1)N1CCn2cccc2C1c1ccc(Br)cc1 (stereo not given)
    1%[46 µM]	5.1%
61	CCCCN1C(=O)CN(C2CCCCC2)C(=O)C1c1ccc(OC(C)C)c(OC)c1 (stereo not given)
    0%[46 µM]	-0.7%
62	CCN(CC)CCCNC(=O)CN1C(=O)CCn2nc(-c3cn(C)c4ccccc34)cc21
    18%[46 µM]	-1.7%
63	Cc1cccc(OC(=O)c2snnc2C)c1C
    3%[46 µM]	-0.5%
64	COc1ccc(S(=O)(=O)NCCc2sc3nc(-c4ccc(C)cc4)nn3c2C)cc1F
    -27%[46 µM]	1.3%
65	CCN1C(=O)c2ccccc2Sc2ccc(NC(=O)Nc3ccccc3OC)cc21
    -17%[46 µM]	0.8%
66	O=C(CSc1n[nH]c(-c2ccccc2Cl)n1)NCCc1ccccc1
    ?	-4.9%
67	CC(C)CCNC(=O)Cc1ccc(NC(=O)N2CCCCc3ccccc32)cc1
    13%[46 µM]	0.0%
68	COc1cccc(CNC(=O)CSC2=Nc3ccccc3C3=NC(C)C(=O)N23)c1OC (stereo not given)
    1%[46 µM]	-4.4%
69	Cn1c(SCC(=O)Nc2nc3ccccc3s2)ncc(C(=O)Nc2ccc(Cl)cc2)c1=O
    14%[46 µM]	2.3%
70	COc1ccc(CNc2nc(-c3ccco3)nn2S(=O)(=O)c2ccc3ccccc3c2)cc1OC
    1%[46 µM]	-2.4%
71	Cc1ccc(NC(=O)/C=C/c2ccco2)cc1F
    -13%[46 µM]	2.2%
72	CCN(CCCNC(=O)CN1N=C(c2ccccc2)CCC1=O)c1cccc(C)c1
    0%[46 µM]	0.1%
73	CCCC(=O)Nc1nnc2n1CCS2
    4%[46 µM]	1.1%
74	O=C(NC1CCCc2ccccc21)c1ccc2c(c1)sc1nc(-c3ccccc3)cn12 (stereo not given)
    -4%[46 µM]	0.0%
75	COCCc1nn2c(=O)cc(COC(=O)c3ccc(Br)cc3)nc2s1
    11%[46 µM]	0.0%
76	COc1ccccc1Cc1nc2ccccc2nc1SCC(=O)Nc1cccc(Cl)c1C
    ?	15%
77	CN(C(=O)CN1C(=O)CCSc2ccc(S(=O)(=O)N3CCCC3)cc21)c1ccccc1
    -13%[46 µM]	-1.7%
78	Cc1ccc2ncc3c(-c4ccc(F)cc4)nn(CC(=O)Nc4ccccc4C)c3c2c1
    2%[46 µM]	0.0%
79	Cc1cccc(NS(=O)(=O)c2ccc3[nH]c4c(c3c2)CCCCCC4)c1
    ?	6.9%
80	CCn1c(CN2CCOCC2)nc2cc(NC(=O)c3ccc([N+](=O)[O-])cc3)ccc21
    ?	-2.7%
81	NC(=O)CSc1nc2ccc(NC(=O)COc3ccccc3Cl)cc2s1
    2%[46 µM]	9.1%
82	O=C(NCC(c1ccc2c(c1)OCO2)N1CCOCC1)C(=O)Nc1ccc(Cl)cc1 (stereo not given)
    -1%[46 µM]	1.2%
83	CC(=O)Nc1nonc1-c1nnc(SCC(=O)Nc2ccc(C)cc2C)n1C
    6%[46 µM]	0.0%
84	Cc1cccc(CCNC(=O)c2ccc3c(c2)nc2n3CCOC2)c1
    1%[46 µM]	-4.0%
85	COc1cc(C(=O)NC2(C(F)(F)F)C(=O)NC(C)=C2C#N)cc(OC)c1OC (stereo not given)
    ?	0.8%
86	CCC(=O)Nc1c(C(=O)N2CCN(c3ccc(F)cc3)CC2)oc2ccccc12
    2%[46 µM]	-1.3%
87	CCOC(=O)C1CCN(C(c2ccc(SC)cc2)c2c(O)cc(C)n(Cc3ccco3)c2=O)CC1 (stereo not given)
    ?	1.2%
88	COc1cc(CNc2ccc3[nH]c(=O)[nH]c3c2)cc(Br)c1OCc1ccccc1F
    ?	-1.6%
89	CCC(=O)N1c2ccccc2CC1C(=O)N1CCN(c2cccc(Cl)c2)CC1 (stereo not given)
    ?	-3.4%
90	COc1ccccc1CNS(=O)(=O)c1ccc(N2CCCCS2(=O)=O)cc1
    -7%[46 µM]	-4.0%
91	CCOC(=O)c1cc(S(=O)(=O)N2CCN(c3ccccc3)CC2)[nH]n1
    20%[46 µM]	0.8%
92	COC(=O)c1c(C)sc(-c2c(-c3ccc4c(c3)OCCO4)[nH]c3[nH]c(=O)[nH]c(=O)c23)c1O
    17%[46 µM]	4.8%
